# Screens as filed in PubChem BioAssay.
# Akt phos inh – blocks phosphorylation of Akt; Neuro2A IGF-stimulated pAkt S473 HTRF, 20 min; active compounds read low; 0.32% of 360,000 active; activity change, % for hits at 50 µM; in the data active = activity change below about -80%; inconclusive = mostly about -51% to -80%; note: % is set by controls: 0 for no effect and ±100 for the full control effect
#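 Neuro2A cells in DMEM with 0.5% FBS, overnight at 37 deg C, given compound at single 50 µM final, then IGF (6 nM final) for 20 min at 37 deg C. Lysed; phospho-Akt Ser473 by HTRF after 24 h, 665/615 ratio.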
# FUS suppressor – rescues growth of FUS-expressing yeast | S. cerevisiae FUS-expressing, growth rescue, OD600, 24 h | Potency, µM (series often up to 76.6 µM), for the others: top-dose growth rescue (activation), most hits filed as activators | 0.24% of 390,000 active;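 note: potency is the fitted concentration of half-maximal effect; plate controls were DMSO vehicle for no effect and reference control for full effect; nearly all actives have a fitted effect of over 55% in size; some results filed as inactive show a strong effect at the top dose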
#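 Cultures pregrown in 2.5% raffinose medium are shifted to minimal medium containing 2% galactose to express toxic FUS. Compounds are tested at several concentrations. After 24hr at 30C, growth is quantified at 600 nm absorbance.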
# Abeta yeast res – compounds reversing amyloid beta toxicity in yeast | yeast expressing A-beta42, growth rescue, OD600, 48 h; response scale: 0% DMSO, 100% iron-clioquinol control | Potency, µM (series often up to 46.1 µM), for inactives: at the highest dose growth rescue, most hits filed as activators | 0.063% of 410,000 active; note: potency is the fitted concentration of half-maximal effect; nearly all actives have a fitted effect of over 55% in size
#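 Growth rescue measured by 600 nm absorbance after 48 h yeast culture at 30 C with compound. Values normalized between DMSO and an equimolar ferric chloride plus clioquinol control.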
# aSyn rescue – rescues yeast growth from alpha-synuclein toxicity. Yeast expressing alpha-synuclein, growth rescue, BacTiter-Glo, 24 h. Potency, µM (doses to about 46.1 µM), without a hit: at the top dose growth rescue (activation), hits mostly activators. 0.14% of 370,000 active; note: potency is the fitted concentration of half-maximal effect; % of control where 0% means no effect; nearly all actives have a fitted effect of over 65% in size
#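 Readout is rescue of growth in alpha-synuclein-expressing yeast, so inhibitors of toxicity appear as activators. Growth after 24 hr at 30 deg C in galactose medium is quantified by luminescence.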
# PTHR1 ag – activates the human parathyroid hormone receptor PTHR1. Q03431. HEK293 GP2 PTHR1 cells, GloSensor cAMP luminescence, 1 h. Potency, µM (doses to about 115 µM), for inactives: at the top dose activation, most hits filed as activators. 0.075% of 410,000 active. AID 743266; note: potency is the fitted concentration of half-maximal effect; nearly all actives have a fitted effect of over 55% in size; some results filed as inactive show a strong effect at the top dose; inactives centre near -15; many of its hits are not listed in these tables
# Target sequence (Q03431 whole entry, looked up): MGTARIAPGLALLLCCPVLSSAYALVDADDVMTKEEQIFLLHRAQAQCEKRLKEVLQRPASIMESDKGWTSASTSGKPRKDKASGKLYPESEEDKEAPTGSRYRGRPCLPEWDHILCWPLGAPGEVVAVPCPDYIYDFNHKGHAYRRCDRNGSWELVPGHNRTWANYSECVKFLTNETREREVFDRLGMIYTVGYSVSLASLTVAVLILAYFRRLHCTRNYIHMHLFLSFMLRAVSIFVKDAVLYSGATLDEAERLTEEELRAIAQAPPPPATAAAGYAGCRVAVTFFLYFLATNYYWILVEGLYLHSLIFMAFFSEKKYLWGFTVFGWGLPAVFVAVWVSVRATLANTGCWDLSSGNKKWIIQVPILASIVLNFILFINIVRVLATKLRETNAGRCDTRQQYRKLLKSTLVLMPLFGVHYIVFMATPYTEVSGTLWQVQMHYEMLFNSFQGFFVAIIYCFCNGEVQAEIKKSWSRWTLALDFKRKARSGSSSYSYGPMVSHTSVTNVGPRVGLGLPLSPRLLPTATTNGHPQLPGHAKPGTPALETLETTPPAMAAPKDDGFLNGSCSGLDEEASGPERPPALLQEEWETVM
#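 HEK-293-derived GP2 cells expressing PTHR1 and a GloSensor cAMP reporter, 3,000/well, plated overnight, given luciferin plus IBMX (each 0.5 mM as added) for 1 h at 37 °C, then compound for 1 h at 37 °C. Luminescence was read after 15 min at room temperature.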
# TDP-43 yeast inh – rescues yeast growth from TDP-43 toxicity | TDP-43 expressing yeast growth rescue, BacTiter-Glo, 24 h | Potency, µM (titrated, usually from 46.1 µM), without a hit: top-dose growth rescue (activation), usual class: activators | 1.8% of 410,000 active | AID 652104; note: potency is the fitted concentration of half-maximal effect; % of control where 0% means no effect; nearly all actives have a fitted effect of over 50% in size
#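 Galactose-induced TDP-43 yeast, OD600=0.02, compound pinned; 24 hr, 30 deg C; BacTiter-Glo luminescence for growth. Inhibitors of TDP-43 toxicity read as activators.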
# MmCpn inh – inhibitors of Methanococcus maripaludis chaperonin (MmCpn). purified Mm-Cpn ATPase, ADP Transcreener TR-FRET. Potency, µM (series often up to 76.9 µM), for inactives: top-dose activity, negative = inhibition, usual class: inhibitors. 0.031% of 330,000 active; note: potency is the fitted concentration of half-maximal effect; % is set by controls: 0 for no effect and ±100 for the full control effect; nearly all actives have a fitted effect of over 80% in size
#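 Purified archaeal chaperonin (25 nM final) was preincubated with compound for 10 min at 37°C, then ATP (10 uM final) was added for 30 min at 37°C in Tris pH 7.4/KCl/MgCl2/DTT buffer. ADP was quantified by HTRF Transcreener TR-FRET.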
# GLP-1R inv ag – GLP-1 receptor (human) inverse agonism | P43220 | HEK293 GLP-1R CRE-luciferase, luminescence, 24 h; GLP-1R form is constitutively active | Potency, µM (top dose mostly 38.3 µM), for the others: at the highest dose activity change, negative = inhibition, most hits filed as inhibitors | 1.6% of 410,000 active | AID 624417; note: potency is the fitted concentration of half-maximal effect; % is set by controls: 0 for no effect and ±100 for the full control effect; nearly all actives have a fitted effect of over 55% in size
# Target sequence (P43220 whole entry, looked up): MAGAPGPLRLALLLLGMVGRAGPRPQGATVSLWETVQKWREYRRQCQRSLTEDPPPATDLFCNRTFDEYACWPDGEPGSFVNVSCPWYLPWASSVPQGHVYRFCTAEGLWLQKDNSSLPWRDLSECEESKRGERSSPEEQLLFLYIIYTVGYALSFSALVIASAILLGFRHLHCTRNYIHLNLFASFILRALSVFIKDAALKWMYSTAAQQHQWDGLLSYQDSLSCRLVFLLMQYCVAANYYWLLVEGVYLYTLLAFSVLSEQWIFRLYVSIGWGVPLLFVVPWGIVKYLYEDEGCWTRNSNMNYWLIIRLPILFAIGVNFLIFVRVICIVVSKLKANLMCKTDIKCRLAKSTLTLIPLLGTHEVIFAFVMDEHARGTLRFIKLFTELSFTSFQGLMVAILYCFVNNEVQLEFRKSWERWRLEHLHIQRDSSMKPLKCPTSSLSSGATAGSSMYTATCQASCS
#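 Constitutively active GLP-1R drives a cAMP-responsive luciferase in stably transfected HEK293 cells; test compounds are added after overnight (12 h) attachment and left 24 hr, and signal loss in luminescence marks inhibition.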
# GLP1R cytotox – cytotoxic in the GLP-1 receptor inverse agonist counter-screen; HEK293 cAMP-luciferase reporter cells, luminescence, 24 h; Potency, µM (series often up to 38.3 µM), for inactives: at the highest dose activity change, negative = inhibition, most hits filed as inhibitors; 0.13% of 410,000 active;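 note: loss of luciferase light is scored as toxicity; potency is the fitted concentration of half-maximal effect; % is set by controls: 0 for no effect and ±100 for the full control effect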
#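 Step one: seed cells (200 cells/uL, DMEM with 10% Nu serum, 1% pen-strep). Step two: 12-hour incubation at 37 deg C. Step three: pin 23 nL compound, incubate 24 hr. Step four: add luciferase reagent, read luminescence 12 min later.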
# * hit, by the source's call; i = inactive; ? = inconclusive; nt = not tested or not shown; [ ] = another dose, or the depositor's remark. Unless noted, calls come from the whole dose curve; as a rule, active = well fitted curve in the direction sought with a large enough effect; inconclusive = small, poorly fitted or top-dose-only effect, or another doubt; inactive = no such curve, though single readings can be large; an effect the other way counts as inactive or inconclusive. This is a subset; rates above refer to the full screens.
cpd	molecule	Akt phos inh	FUS suppressor	Abeta yeast res	aSyn rescue	PTHR1 ag	TDP-43 yeast inh	MmCpn inh	GLP-1R inv ag	GLP1R cytotox
1	CCn1c(=O)c(=O)[nH]c2cc(C(=O)NC(C)c3ccc(S(N)(=O)=O)cc3)ccc21 (stereo unspecified)	i	18%	-14%	-17%	i	-5%	-2%	7%	-3%
2	CC(=O)N1CCN(c2cc(-c3ccccc3)nc3cc(-c4cccc(Cl)c4)nn23)CC1	i	10%	11%	-11%	-19%	2.2µM*	nt	22%	2%
3	Cc1cccc(NC(=O)CSc2ccc(C(N)=O)cc2[N+](=O)[O-])c1C	i	nt	35%	1%	i	-3%	2%	5%	-3%
4	COc1ccc2c(c1)cc1c(=O)n(CC(=O)NC3CCCCC3)nc(C)n12	nt	-16%	1%	nt	i	0%	nt	17%	1%
5	O=c1[nH]cnc2c1c(-c1ccccc1)cn2-c1ccc(Br)cc1	i	33%	-19%	-13%	-13%	30%	-2%	0%	-8%
6	COc1ccccc1N1CCN(S(=O)(=O)c2ccc(-c3cc(C(F)(F)F)on3)s2)CC1	nt	20%	?	nt	-5%	14%	nt	?	-5%
7	CC(CCc1ccccc1)NC(=O)c1ccc(Br)o1 (stereo unspecified)	i	14%	12%	-5%	i	9%	-1%	9%	18%
8	CC(=O)c1ccc(N(CC(=O)NC2CCCC2)C(=O)c2csnn2)cc1	i	5%	4%	0%	i	-6%	1%	44%[activator]	16%
9	CCN1CCN(Cc2c(O)ccc3c(=O)c(-c4ccc(OC)c(OC)c4)c(C(F)(F)F)oc23)CC1	i	11%	15%	3%	11%[57.5 µM]	-12%	-4%	0%	-17%
10	Cc1cccc(CCNC(=O)c2c[nH]c3ccc(S(=O)(=O)Nc4ccccc4F)cc3c2=O)c1	nt	7%	-13%	nt	i	14%	nt	-25%	-14%
11	O=Cc1cn(-c2ccccc2)nc1-c1ccc2c(c1)OCCO2	i	35%	-26%	9%	-13%[57.5 µM]	-28%	-9%	?	-13%
12	CCC(C(=O)NCc1ccc(OC)cc1)n1nc(C)n2c(cc3occc32)c1=O (stereo unspecified)	i	23%	9%	?	-10%	24%	-1%	12%	4%
13	COc1cc(F)c(C2=CC(=O)CC(C)(C)C2)cc1F	i	-21%	-17%	-10%	-10%	?	1%	-2%	0%
14	CC(C)c1ccc(CNC(=O)CCc2ccccc2)cc1	i	-22%	10%	1%	-11%	-40%[inhibitor]	-4%	?	8%
15	CC1Cc2ccccc2N1C(=O)CSc1nnnn1-c1ccc2c(c1)OCCO2 (stereo unspecified)	nt	25%	5%	-6%	i	6%	-5%	-26%	-10%
16	O=C(CCC(F)(F)F)N1CCC(CO)(CCc2ccccc2)CC1	i	-7%	4%	-7%	i	-12%	-4%	-9%	0%
17	Cc1ccc(/C=N/NC(=O)CNC(=O)c2cccc([N+](=O)[O-])c2C)o1	i	-29%	-1%	-1%	-10%	2%	0%	-7%	-5%
18	CCOc1ccccc1C(=O)Oc1c(Sc2ccccc2)c(C)nn1C(C)(C)C	nt	-4%	-10%	nt	i	2%	nt	0%	2%
19	CCOc1ccc2nc(NC(=O)c3ccoc3C)sc2c1	i	12%	-71%[inhibitor]	-62%[inhibitor]	-8%[57.5 µM]	-58%[inhibitor]	-2%	?	-8%
20	COc1ccc(N(Cc2cccs2)C(=O)c2ccc(OCC(C)C)cc2)cc1	nt	33%	-1%	nt	-24%	13%	nt	?	-2%
21	CC1=C(C(=O)N(C(C)C)C(C)C)CC(CC(=O)NC2CC2)C(=O)N1Cc1ccc(F)cc1 (stereo unspecified)	i	-20%	-8%	-1%	-17%	7%	nt	15%	-2%
22	O=C(Nc1nc2ccc(Cl)cc2s1)c1ccc(N2CCCCC2)c([N+](=O)[O-])c1	i	-11%	-5%	-5%	-12%	0%	2%	-15%	1%
23	CCOc1ccc(-n2c(=O)c3sc4ccccc4c3n(Cc3ccc(F)cc3)c2=O)cc1	nt	-12%	0%	nt	-43%[inhibitor]	6%	nt	-5%	0%
24	CN1C(=O)N(CN2CCCCC2)C2C1N(C)C(=O)N2CN1CCCCC1 (stereo unspecified)	i	12%	0%	7%	i	4%	-2%	0%	-11%
25	COc1ccc(CCN2C(=S)NC3CC2(C)Oc2ccc([N+](=O)[O-])cc23)cc1OC (stereo unspecified)	i	34%	7%	1%	-3%[57.5 µM]	25%	1%	9%	-4%
26	CCSc1nnc(NC(=O)CCNS(=O)(=O)c2ccccc2F)s1	i	-16%	-12%	0%	-15%	-2%	1%	?	-1%
27	OC[C@@H]1CN(Cc2ccco2)C[C@H](n2cnc3c(NC4CCC4)ncnc32)O1	i	-12%	-10%	-4%	-30%[inhibitor]	9%	nt	25%	5%
28	CN(C)CCNC(=O)c1cccc(-c2cccc3nncn23)c1	i	-8%	-1%	12%	17%	-21%	nt	20%	2%
29	CS(=O)(=O)c1ccccc1-c1nnc(NC(=O)c2ccc(S(=O)(=O)N3CCCC3)cc2)o1	i	43%	-13%	-1%	-10%	-18%	0%	4%	-3%
30	S=P(c1ccc(N2CCOCC2)cc1N1CCOCC1)(N1CCOCC1)N1CCOCC1	i	-20%	-11%	-14%	-22%[57.5 µM]	-8%	0%	8%	-5%
31	S=c1ncc2[nH]c(=S)[nH]c2[nH]1	i	15%	-7%	-6%	2%	-45%[inhibitor]	nt	2%	-3%
32	S=C(Nc1cccc2ccccc12)NC1CCCCC1	i	27%	13µM*	21%	i	4%	-2%	?	?
33	O=C(N/C=N/O)C1=NOC(CNc2ncc(C(F)(F)F)cc2Cl)C1 (stereo unspecified)	nt	-17%	-41%[inhibitor]	2%	i	16µM*	-1%	-55%	22%
34	Clc1ccc(CNc2ccc(CNc3ncn[nH]3)cc2)cc1	i	nt	-4%	17%	-22%	-2%	-1%	0%	2%
35	Cc1cc(/C=C(\C#N)C(=O)Nc2ccc(Cl)cc2)c(C)n1-c1ccc(N2CCOCC2)c([N+](=O)[O-])c1	i	25%	1%	-10%	-3%	18%	0%	1%	-28%
36	COc1ccc(C(C)=O)cc1COC(=O)CCNS(=O)(=O)c1ccc(C)c(C)c1	i	7%	25%	2%	-37%[inhibitor]	0%	-1%	9%	9%
37	Clc1ccc(C(c2nnnn2C2CCCCC2)N(Cc2cccnc2)Cc2ccco2)cc1 (stereo unspecified)	i	1%	2%	11%	2%[57.5 µM]	2%	-2%	1%	5%
38	CC(C)CCn1c(=O)c2sccc2n2c(CCCC(=O)Nc3ccc(C(C)C)cc3)nnc12	nt	11%	-8%	nt	i	4%	nt	7%	1%
39	CC(=O)c1ccccc1NC(=O)CSc1nc2ccccc2c(=O)n1CCCN1CCOCC1	i	-5%	-3%	6%	-10%	-16%	0%	0%	14%
40	CN(C)c1cccc2c1c(NC(=O)c1ccc(F)cc1)nn2C	i	1%	9%	10%	i	11%	-10%	10%	1%

# A draw from above in order of SMILES length, ascending.
cpd	molecule	Akt phos inh	FUS suppressor	Abeta yeast res	aSyn rescue	PTHR1 ag	TDP-43 yeast inh	MmCpn inh	GLP-1R inv ag	GLP1R cytotox
40	CN(C)c1cccc2c1c(NC(=O)c1ccc(F)cc1)nn2C	i	1%	9%	10%	i	11%	-10%	10%	1%
37	Clc1ccc(C(c2nnnn2C2CCCCC2)N(Cc2cccnc2)Cc2ccco2)cc1 (stereo unspecified)	i	1%	2%	11%	2%[57.5 µM]	2%	-2%	1%	5%
36	COc1ccc(C(C)=O)cc1COC(=O)CCNS(=O)(=O)c1ccc(C)c(C)c1	i	7%	25%	2%	-37%[inhibitor]	0%	-1%	9%	9%
38	CC(C)CCn1c(=O)c2sccc2n2c(CCCC(=O)Nc3ccc(C(C)C)cc3)nnc12	nt	11%	-8%	nt	i	4%	nt	7%	1%
35	Cc1cc(/C=C(\C#N)C(=O)Nc2ccc(Cl)cc2)c(C)n1-c1ccc(N2CCOCC2)c([N+](=O)[O-])c1	i	25%	1%	-10%	-3%	18%	0%	1%	-28%

# New compounds follow
cpd	molecule	Akt phos inh	FUS suppressor	Abeta yeast res	aSyn rescue	PTHR1 ag	TDP-43 yeast inh	MmCpn inh	GLP-1R inv ag	GLP1R cytotox
41	O=C(Nc1ccc(CN2CCS(=O)(=O)CC2)cc1)c1ccc(F)cc1	i	1%	-6%	-7%	-6%	8%	6%	4%	-5%
42	COc1ccc(OC)c(S(=O)(=O)n2ccnc2C(C)C)c1	i	3%	12%	-3%	i	-7%	-2%	10%	3%
43	NS(=O)(=O)c1ccc(CCNC(=O)C2CCN(S(=O)(=O)c3c(Cl)cccc3Cl)CC2)cc1	i	17%	7%	12%	i	15%	0%	38%[activator]	1%
44	CCN1C(=O)C(=O)N(CC(=O)c2[nH]c(C)c(C(C)=O)c2C)C1=O	i	9%	-3%	-12%	i	-9%	2%	56%[activator]	-3%
45	CN1CCN(C(=O)c2ccc3c(=O)n4c(nc3c2)CCCCC4)CC1	i	2%	11%	7%	i	?	-1%	4%	-1%
46	O=C(N1CCOCC1)N1CCC(NC(=O)C23CC4CC(CC(C4)C2)C3)CC1	i	21%	-11%	0%	-1%	4%	1%	0%	-1%
47	COc1ccc(Cn2cccc(NC(=O)Nc3ccc(C#N)cc3)c2=O)cc1	i	34%	-14%	-1%	-17%[57.5 µM]	-8%	1%	5%	1%
48	Cc1nnc(SCC(=O)O)o1	i	-12%	-9%	-3%	-6%	-16%	1%	-4%	-2%
49	CC(C)c1nc(C#N)c(N2CCOCC2)o1	i	-21%	19%	1%	-20%	9%	1%	0%	-15%
